From PubChem
Glyco luc inh – N-linked glycosylation inhibition | D54 ERlucT glycosylation luciferase reporter, 24 h; percent of 100 nM tunicamycin response | reporter increase, % at 12.5 µM | hit rate 0.23% among 360,000 | AID 588692;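 active means mean luciferase reporter signal, scaled so untreated is 0 and the glycosylation-blocking control 100, at or above a set limit in every replicate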;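 further: luciferase carries N-glycosylation sites so blocking glycosylation raises the light; 0% = median of neutral control wells and 100% = median of 100 nM tunicamycin wells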
MC4R antagonist – human MC4R antagonism in cAMP assay. MC4R-expressing cells, MTII-stimulated cAMP, LANCE TR-FRET. inhibition, % at 6.5 µM. hit rate 0.48% among 360,000;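 active means inhibition above its plate's cutoff, the mean of tested wells on that plate plus 3 SD, cut at about 29% in these data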;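 further: 0% = Melanotan II alone and 100% = Melanotan II plus saturating MCL0020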
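Material: U2OS-MC4R stable cell line | Reagent: Melanotan II challenge after compound preincubation | Doses: One concentration, 6.5 µM nominal | Incubation: 30-min compound preincubation, 1-h Melanotan II challenge, 1-h detection, room temperature | Signal: TR-FRET cAMP assay | Replicates: One well per compound, no replicates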
ABHD5 PLIN5 PPI – blocks binding of human ABHD5 to perilipin-5; hit rate 0.78% among 360,000; Q00G26+Q8WTS1; inhibition, % at 4 µM; Split G. princeps luciferase complementation, luminescence, 4 h;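 active means inhibition above the mean inhibition across every tested compound plus 3 SD, cut at about 22% in these data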;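 further: 0% = DMSO only wells and the 100% control is not disclosed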
H9c2 protect – protects H9c2 cardiomyocytes from peroxide injury. protection from H2O2 cell death, % at 20 µM. hit rate 0.63% among 360,000. H2O2 injury protection, ATPLite, 2 h;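 active means compounds giving at least 50% protection of heart cells from peroxide-induced death in the single-dose screen, raw or plate-pattern-corrected value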;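 further: 0% = DMSO wells with peroxide and 100% = DMSO wells without peroxide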
m5-HT2A agonist – activates the mouse 5-HT2A serotonin receptor; CHO-K1 mHTR2A beta-arrestin complementation, luminescence; percent of 30 µM serotonin response; activation, % at 7.6 µM; hit rate 0.66% among 360,000;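 active means activation above a run cutoff, the mean activation of all tested compounds plus 3 SD, cut at about 14% in these data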;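 further: 0% = plate median of compound wells and 100% = 30 µM serotonin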
TLR9-MyD88 block – inhibitors of human TLR9-MyD88 binding; CHO BLA complementation TLR9-MyD88, CCF4 FRET ratio; inhibition, % at 4.98 µM; hit rate 0.21% among 340,000; AID 504734;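 active means inhibition above the mean over all tested compounds plus 3 SD, cut at about 21% in these data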;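 further: 0% = DMSO only wells and 100% = clavulanate BLA inhibitor control wells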
ABCB6 inh MLPCN – blocks the human ABCB6 transporter; hit rate 0.19% among 360,000; Q9NP58; K562-ABCB6 porphyrin accumulation, flow cytometry, 1 h; hits give low values; fluorescence ratio to DMSO, % at 10 µM;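 active means fluorescence ratio to DMSO below 75%, the collection mean minus 3 SD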;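 further: signal is porphyrin accumulated inside mitochondria; 100% equals median channel fluorescence of DMSO control wells; lower ratio means ABCB6 inhibition with less porphyrin fluorescence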
Target sequence (Q9NP58 whole entry, looked up): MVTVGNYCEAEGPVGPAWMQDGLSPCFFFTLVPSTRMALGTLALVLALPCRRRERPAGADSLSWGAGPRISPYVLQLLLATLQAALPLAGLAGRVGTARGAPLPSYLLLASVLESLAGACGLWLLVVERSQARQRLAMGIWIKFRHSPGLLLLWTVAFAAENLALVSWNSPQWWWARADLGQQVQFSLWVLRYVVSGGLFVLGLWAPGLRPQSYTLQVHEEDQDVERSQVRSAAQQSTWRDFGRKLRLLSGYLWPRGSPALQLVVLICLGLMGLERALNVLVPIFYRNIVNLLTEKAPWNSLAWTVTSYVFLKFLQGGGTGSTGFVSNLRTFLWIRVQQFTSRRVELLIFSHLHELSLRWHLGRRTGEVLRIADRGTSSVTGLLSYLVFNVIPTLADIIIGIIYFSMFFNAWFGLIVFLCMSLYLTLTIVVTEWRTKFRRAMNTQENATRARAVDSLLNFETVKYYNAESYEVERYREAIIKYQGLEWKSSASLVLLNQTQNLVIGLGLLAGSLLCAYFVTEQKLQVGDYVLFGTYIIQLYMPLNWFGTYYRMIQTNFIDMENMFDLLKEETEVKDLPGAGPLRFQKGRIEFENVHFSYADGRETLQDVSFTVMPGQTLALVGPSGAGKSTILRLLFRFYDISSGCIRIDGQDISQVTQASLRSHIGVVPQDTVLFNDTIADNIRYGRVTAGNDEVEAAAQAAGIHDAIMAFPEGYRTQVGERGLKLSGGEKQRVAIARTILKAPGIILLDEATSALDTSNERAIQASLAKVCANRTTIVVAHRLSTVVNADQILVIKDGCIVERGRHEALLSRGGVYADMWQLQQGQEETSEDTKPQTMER
NCOA2 inhibitor – inhibits human steroid receptor coactivator 2. inhibition, % at 9 µM. hit rate 0.17% among 370,000. HEK293 GAL4-SRC2 luciferase reporter, luminescence;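 active means inhibition above the mean inhibition of all tested compounds plus 3 SD, set per campaign, cut at about 52% in these data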;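 further: 0% = DMSO treated cells and 100% = cells given Gossypol at 36 µM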
NOD2 RIPK2 PPI – blocks binding of human NOD2 to RIPK2; O43353; CHO BLA complementation NOD2-RIPK2, CCF4 ratio; inhibition, % at 4.98 µM; hit rate 0.38% among 360,000; AID 624267; in the data active means inhibition above about 21%;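 further: 0% = vehicle only and 100% = reference blocker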
MC4R barr agon – activates human MC4R beta-arrestin recruitment | U2OS MC4R beta-arrestin complementation, luminescence; percent of melanotan II response, DMSO zero | activation, % at 8.9 µM | hit rate 0.98% among 360,000 | AID 540308;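 active means activation above a per-plate cutoff, the mean activation of sample wells on that plate plus 3 SD, cut at about 8% in these data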
Numbers without * were called inactive; . = no result given. These rows are one share of the data (hit frequency here may not be typical).

Values in the order: MC4R antagonist, MC4R barr agon, H9c2 protect, Glyco luc inh, ABCB6 inh MLPCN, TLR9-MyD88 block, ABHD5 PLIN5 PPI, m5-HT2A agonist, NOD2 RIPK2 PPI, NCOA2 inhibitor
COc1cc(C(=O)NNC(=O)c2ccc3c(c2)OCCO3)cc(OC)c1OC
    5, -0.4, -2, 0, 105, -2, 1, -2, 10, 0
Cc1cc(C)c(S(=O)(=O)N2CCN(C(=O)CCOc3ccccc3C)CC2)c(C)c1
    9, -4.1, -2, -12, 94, 6, -1, -5, 6, -36
O=C(C(O)c1ccccc1)N1N=C(c2ccccc2)CC1(O)C(F)(F)F (configuration not stated)
    -1, 0.1, 1, -2, 92, -6, -2, -2, 3, 1
O=C(Oc1ccccc1C(=O)N1CCOCC1)c1ccc(F)cc1
    -6, 0.2, 7, 3, 96, -2, 5, -5, -13, -2
O=C(NC12CC3CC(CC(C3)C1)C2)c1cc([N+](=O)[O-])ccc1Cl
    4, 1.4, 6, 1, 97, -7, -1, 5, -1, 15
Cc1n[nH]c(C)c1S(=O)(=O)N1CCCC(C(=O)Nc2ccc(Br)cc2)C1 (configuration not stated)
    23, -0.2, -5, -1, 96, 0, 7, -8, -10, 23
N#Cc1ccc(NC(=O)COC(=O)c2ccc(F)c(S(=O)(=O)N3CCOCC3)c2)cc1
    -3, -2.0, 0, 0, 105, -11, 4, 3, -4, -4
CC(=O)N1CCN(C(=O)CC2OC(=O)c3ccccc32)CC1 (configuration not stated)
    -2, 0.1, 10, 1, 95, -9, -2, 4, -5, 0
CCN(c1ccc(OC)cc1)S(=O)(=O)c1ccc(-c2cc(C)no2)s1
    1, -2.1, -10, 9, 100, 7, -4, -2, 2, 3
Cc1ncc(CO)c2c1Oc1nc(-c3ccccc3)nc(SCC(=O)N3CCOCC3)c1C2
    -1, -1.1, 33, 0, 89, -3, -4, 4, 0, 2
CC(C)(C)CC(=O)Nc1ccc(S(=O)(=O)NC2=NCCCCC2)cc1
    -3, -1.1, 2, -1, 100, -1, 9, 2, -8, -7
CCOc1ccc2oc(C(=O)NNC(=O)c3ccccc3O)c(C)c2c1
    13, -1.8, 16, -4, 102, 2, -8, 2, -7, -42
O=C(NCC(=O)N(c1cccnc1)C(C(=O)NC1CCCCC1)c1cccnc1)c1ccco1 (configuration not stated)
    12, -0.8, -5, -7, 93, -6, 5, 2, 3, 13
COc1ccc(CC(=O)Oc2ccccc2C)cc1S(=O)(=O)N1CCOCC1
    5, -2.7, 1, 4, 92, 4, -3, 2, -4, -20
Cc1ccc(C2(CCNS(=O)(=O)c3ccc(C)cc3)CCOC(C(C)C)C2)cc1 (configuration not stated)
    6, 0.9, -5, -8, 104, -9, -10, -4, 13, 20
Cc1ccc(NC(=O)CN2CCCCCC2)cc1[N+](=O)[O-]
    1, -0.5, 2, 0, 95, 0, 0, 1, -1, -3
CCn1nc(C)c(/C=N/NC(=O)CSc2ccccn2)c1C
    0, 2.3, 3, -2, 105, ., 0, 2, -8, -33
O=C(Cc1ccc(-n2cccc2)cc1)N1CCN(c2ccccc2F)CC1
    -2, -1.8, -11, -1, 100, -6, 5, -2, 0, -4
O=C(NCC1CCCO1)c1cccc(NC(=O)c2ccco2)c1 (configuration not stated)
    6, -1.2, 1, 1, 92, -1, 3, -4, 3, -36
COc1ccc(NC(=O)N2CCN(c3ccc([N+](=O)[O-])cc3)CC2)cc1
    7, 0.6, -7, -3, 95, -8, -1, 4, 2, -14
COc1ccccc1NS(=O)(=O)c1ccc(/C=C/C(=O)N2CCN(C(C)=O)CC2)cc1
    -3, 0.0, 10, -2, 95, -6, -4, 7, 4, -26
O=C(Oc1coc(CSc2nnc(NC(=O)C3CC3)s2)cc1=O)c1c(F)cccc1F
    4, -0.2, 5, 0, 98, -1, 4, 2, -10, -14
CC(Sc1nc2ccccc2c(=O)n1Cc1ccco1)C(=O)c1ccccc1 (configuration not stated)
    9, -1.8, -4, 3, 101, 1, 5, 4, 1, -10
COc1ccccc1-n1cnnc1SCC(=O)Nc1nc(C)c(Cl)cc1Cl
    -2, -1.4, 2, -1, 107, -2, 2, 1, -10, -9
Cc1ccc(-c2nnc(SCC(=O)Nc3ccc(S(=O)(=O)N4CCCCCC4)cc3)o2)cc1
    5, 9.3*, -7, -3, 96, -8, 2, 0, -5, 0
COc1cc2nc3n(c(=O)c2cc1OC)-c1cc2ccccc2cc1C(=O)NC3CC(C)C (configuration not stated)
    9, 2.8, -22, 6, 111, 7, -8, -1, -7, 16
Cc1ccc(S(=O)(=O)Nc2cc(=O)[nH]c(SCC(=O)Nc3cccc(C)c3)n2)cc1
    6, 1.6, -2, 3, 91, 3, -2, -2, -3, 4
CCCn1c(N)c(C(=O)CSc2nnc(-c3cccnc3)n2-c2ccc(C)cc2C)c(=O)[nH]c1=O
    4, 4.6, 23, 1, 101, -4, 7, 5, -22, 10
CCCc1ccc(OC(=O)c2cccs2)cc1
    -4, -0.5, -4, 0, 103, 2, -13, 0, -7, -7
CC(C)CNC1=C(C(=S)Nc2ccccc2)C(=O)CC(C)(C)C1
    5, -1.7, -7, -6, 88, 1, -9, -6, 0, -6
CSCCCNC(=S)N1CCN(c2ccc(C(C)=O)cc2)CC1
    -7, -1.7, 11, -1, 110, -8, -2, -3, -1, -24
CSCCC(NC(=O)c1ccccc1Cl)C(=O)NCCOc1ccccc1 (configuration not stated)
    7, -3.3, -5, -1, 100, 3, 5, 0, 1, -4
CC(OC(=O)C1CCN(S(=O)(=O)c2ccc(C(C)(C)C)cc2)CC1)C(=O)N(C)C1CCCCC1 (configuration not stated)
    4, -1.5, -10, -3, 94, -1, -12, 9, 2, 1
Cc1ccccc1NC(=O)CC1c2ccccc2CC(C)(C)N1C (configuration not stated)
    0, -2.8, -11, 1, 100, -3, -2, -6, -3, 3
Cc1c(C(=O)O)oc2c1ccc1ccccc12
    5, -1.6, 11, -1, 87, 2, -5, 2, 7, -4
COc1ccc2c(c1)c(=O)c(C(=O)c1ccccc1)cn2Cc1ccccc1
    13, -1.0, 6, 2, 100, 1, -4, -2, -8, -17
CCOC(=O)Cn1cc(C=O)c2ccccc21
    12, 0.4, 1, -3, 102, -9, -2, 0, -15, 15
COc1ccc2cc(-c3ccccc3)c(=O)oc2c1
    2, -2.3, -10, -13, 100, -4, -5, 10, -8, -25
COc1ccc(C(=O)O)cc1S(=O)(=O)N(C)CCc1cccnc1
    -1, 0.9, -2, 3, 101, -6, 8, 2, -4, -4
CC1CC(=O)N(Cc2ccccc2)c2ccccc2N1C=O (configuration not stated)
    2, -1.1, -2, 1, 102, 3, -3, -3, 3, -39
O=C(Nc1ccc(Cl)cc1)C1CC=CCC1C(=O)OCC(F)(F)C(F)F (configuration not stated)
    11, 1.7, 6, -1, 100, 2, 3, 3, -6, 5
CC(=O)Nc1ccc(S(=O)(=O)Nc2ccc(Cc3ccncc3)cc2)cc1
    -2, -1.3, -12, -3, 95, -1, 3, -2, -5, 24
O=C(CCNS(=O)(=O)c1ccccc1)OCc1nc2ccsc2c(=O)[nH]1
    4, -1.7, 6, 1, 101, -2, 4, -3, -4, 17
O=C(O)CCCn1cc(NC(=O)COc2cccc(Cl)c2)cn1
    4, -0.3, 2, 0, 99, -17, 12, 0, -4, 4
CC(C)c1cn(CC[C@@H]2CC[C@H](NS(=O)(=O)c3ccc(F)cc3)[C@@H](CO)O2)nn1
    ., ., ., ., ., ., 2, 0, 0, -10
Cc1cc2nc(/N=C(\N)NC(=O)C(C)C)nc(C)c2cc1C
    -5, 0.8, -3, 5, 99, 0, -4, -7, -11, -11
O=C(Nc1cc(C(F)(F)F)ccc1-n1cncn1)c1ccc(Br)cc1
    0, 0.5, -6, -1, 101, 3, -3, -2, 9, -3
CCOC(=O)c1sc2ncn(/N=C/N(C)C)c(=O)c2c1C
    4, -1.1, 1, 1, 96, 5, -2, 0, 1, 1
CC(C)C1(C)C(=O)N=C2c3ccccc3C(=O)N21 (configuration not stated)
    -2, -1.6, -5, 1, 91, 4, 5, 3, -7, -7
O=C(NCCCNCc1ccccc1)c1ccncc1
    -4, -0.3, -3, -2, 94, -9, 4, -1, 4, 6
COc1cccc(OC)c1C(=O)Nc1sc2c(c1C#N)CCC2
    0, 0.5, 9, 1, 97, -10, -3, 6, -4, 7
CC(OC(=O)c1ccc(NS(=O)(=O)c2cccs2)cc1)C(=O)N(C)C1CCCCC1 (configuration not stated)
    3, -0.5, -2, 2, 103, -8, -3, 3, -3, 12
COc1cc(CN=Cc2c(O)n(Cc3ccccc3)c(=S)[nH]c2=O)cc(OC)c1
    -1, -1.6, -6, 0, 96, -4, 2, -3, 6, 7
O=C(Cc1cccc(NC(=O)C2CCN(C(=O)C3CCC3)CC2)c1)Nc1cccc(C(=O)N2CCOCC2)c1
    -1, -1.5, 16, 2, 106, -2, 3, 2, -1, 16
CCCCCCc1cc2cc(S(=O)(=O)c3ccc(F)cc3)c(=O)oc2cc1O
    1, 4.7, -14, 1, 81, -11, -2, 1, -127, 22
Cc1ccc(S(=O)(=O)N[C@@H](Cc2ccccc2)C(=O)N2CCC[C@@H]2C(=O)O)cc1
    16, 1.5, -5, 2, 92, -3, -3, 0, -2, -25
CCOC(=O)Nc1c2ccccc2nc2ccccc12
    -11, 1.4, -1, 34*, 93, 6, -6, 3, -14, -20
O=C(O)c1c(N2CCCCC2)ccc([N+](=O)[O-])c1N1CCCCC1
    13, 2.5, 1, 2, 92, 3, -7, 4, -5, -18
CCCCCCC#Cc1ccc2c(c1)COc1c3ccccc3nn1-2
    -1, -0.6, -8, -4, 98, 1, 6, 3, -9, -20
CCCCc1ccc(NC(=O)COCC)cc1
    5, 3.4, -5, -3, 99, 3, -3, 1, 5, -1

Next part
Values in the order: MC4R antagonist, MC4R barr agon, H9c2 protect, Glyco luc inh, ABCB6 inh MLPCN, TLR9-MyD88 block, ABHD5 PLIN5 PPI, m5-HT2A agonist, NOD2 RIPK2 PPI, NCOA2 inhibitor
O=C(COc1ccccc1)N(Cc1cccs1)C1CCS(=O)(=O)C1 (configuration not stated)
    2, 1.4, 9, -1, 93, 6, -3, 5, 11, -10
O=C(N=Nc1c(O)[nH]c2ccccc12)c1cc(-c2ccc(F)cc2)n[nH]1
    14, -2.4, 5, 1, 97, 3, -7, -1, 2, -25
Cc1ccc2c(c1)c(N=NC(N)=O)c(O)n2C
    -8, -1.4, 15, 2, 99, -7, -1, 3, 3, 9
COc1ccc(CNC(=O)C(C)OC(=O)CN2C(=O)COc3ccccc32)cc1 (configuration not stated)
    -3, -0.6, 3, -2, 94, -1, 0, 0, -10, -28
COc1ccc2nc(Cl)c(/C=N/Nc3ccccn3)cc2c1
    2, 39*, -29, 3, 96, 2, 3, 2, 3, -37
N#C/C(=C\c1cccc(OCC(=O)O)c1)c1nc2ccccc2[nH]1
    8, 1.3, 6, 1, 100, 3, -5, 0, 1, -3
Cc1ccc(NNC(=O)c2cccs2)cc1Cl
    -3, -0.7, -4, 2, 100, 4, 0, 0, -23, -5
O=C(NC1CCCCCCC1)NC1CCCCC1
    1, 1.2, -4, 1, 93, -5, 1, 10, 0, -45
Cc1ccc(S(=O)(=O)N(C)CC(=O)Nc2cc(C)ccn2)cc1
    1, -1.7, 2, -4, 96, -6, 6, 4, 4, -96
